D1 ag – agonists of human D1 dopamine receptor. 1% of 360,000 active. activation, % at 2 µM. HEK293 T-REx D1 cells, calcium flux, agonist mode. P21728; in the data active = activation above about 30%; note: 0% is about no effect
Target sequence (P21728 whole entry, looked up): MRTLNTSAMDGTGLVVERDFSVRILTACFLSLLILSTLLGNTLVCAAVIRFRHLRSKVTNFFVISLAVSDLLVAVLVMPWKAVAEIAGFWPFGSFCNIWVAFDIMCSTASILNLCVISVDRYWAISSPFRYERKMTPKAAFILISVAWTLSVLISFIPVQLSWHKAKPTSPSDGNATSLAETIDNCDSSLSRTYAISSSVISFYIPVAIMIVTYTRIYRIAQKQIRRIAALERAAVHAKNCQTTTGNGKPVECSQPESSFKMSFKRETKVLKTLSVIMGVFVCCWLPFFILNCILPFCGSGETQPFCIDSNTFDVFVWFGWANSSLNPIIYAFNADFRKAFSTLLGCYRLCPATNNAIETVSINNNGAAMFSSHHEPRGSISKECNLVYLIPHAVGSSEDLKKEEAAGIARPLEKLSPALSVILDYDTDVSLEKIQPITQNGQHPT
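Inducible HEK293 T-REx D1 cells, force-coupled to calcium signalling, were plated at 4000 cells/well with tetracycline and held overnight at 30 C. After no-wash calcium dye loading, compound-evoked calcium rise over 180 s flagged agonists.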
D1 antag – blocks dopamine activation of the human D1 receptor. P21728. HEK293 TREx D1 cells, calcium flux, dopamine EC80; active compounds read low. activity change, negative = inhibition, % at 10 µM. 3.2% of 360,000 active; in the data active = activity change below about -30%; note: % is set by controls: 0 for no effect and ±100 for the full control effect
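Calcium flux readout: force-coupled, inducible Hek293 Trex D1 line, cells induced overnight at 30 C with tetracycline, dye-loaded 30–90 min at RT. Antagonism scored against EC80 dopamine challenge given 180 s after compound.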
D1 PAM – human D1 dopamine receptor positive modulation | P21728 | HEK293 TREx D1 cells, calcium flux, dopamine EC20 potentiation | potentiation, % at 10 µM | 0.036% of 360,000 active | AID 504651; in the data active = potentiation above about 30%; note: 0% is about no effect
Glioma ERSR ind – ER stress response induction in glioma | U87-MG GRP78 promoter luciferase reporter, 16 h | Potency, µM, for inactives: top-dose activation, most hits filed as activators | 0.02% of 420,000 active | AID 602332; note: potency is the fitted concentration of half-maximal effect; series mostly up to about 76 µM; % of control where 0% means no effect; nearly all actives have a fitted effect of over 35% in size
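Stably transfected U87-MG human glioma cells carrying a GRP78-based luminescent sensor were seeded at 1000 cells/well, pin-dosed with compounds and incubated 16 h. Luciferase reagent was then added, and end-point luminescence was read after 10 min at room temperature.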
RXFP1 antagonist – antagonists of human relaxin receptor RXFP1. Q9HBX9. HEK293-RXFP1, relaxin-stimulated cAMP HTRF, 30 min; active compounds read low. activity change, negative = inhibition, % at 57.5 µM. 0.59% of 350,000 active. AID 1259400;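 active = activity change of -60% or lower, but not beyond a set lower limit; inconclusive = change between -60% and -40%, or beyond the set limit; inactive = change above -40%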; note: % is set by controls: 0 for no effect and ±100 for the full control effect
Vif-APOBEC3G blk – inhibitors of Vif-APOBEC3G interaction; 0.076% of 410,000 active; HeLa A3G-eYFP + Vif (tagged APOBEC3G with the HIV-1 protein that degrades it), YFP fluorescence, overnight; Potency, µM (top dose mostly 46.1 µM), without a hit: at the top dose activity, negative = active, most hits filed as inhibitors;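 note: potency is the fitted concentration of half-maximal effect; % is set by controls: 0 for no effect and ±100 for the full control effect; nearly all actives have a fitted effect of over 60% in size; hits raise eYFP signal because A3G escapes Vif-driven loss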
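Read-out is eYFP fluorescence (Ex 488/Em 500-530) from Vif-expressing HeLa A3G-eYFP cells; more signal means A3G escaped Vif-mediated degradation. Cells plated overnight, compound pinned in, incubated overnight at 37 deg C.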
D2 potentiator – positive allosteric modulators of human D2 dopamine receptor. P14416. HEK293 T-REx D2, calcium flux, EC20 dopamine potentiation. potentiation, % at 10 µM. 0.34% of 340,000 active. AID 485347;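 active = potentiation over 3 SD above the plate norm, cut at about 30% in these data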; note: 0% is about no effect
Target sequence (P14416 whole entry, looked up): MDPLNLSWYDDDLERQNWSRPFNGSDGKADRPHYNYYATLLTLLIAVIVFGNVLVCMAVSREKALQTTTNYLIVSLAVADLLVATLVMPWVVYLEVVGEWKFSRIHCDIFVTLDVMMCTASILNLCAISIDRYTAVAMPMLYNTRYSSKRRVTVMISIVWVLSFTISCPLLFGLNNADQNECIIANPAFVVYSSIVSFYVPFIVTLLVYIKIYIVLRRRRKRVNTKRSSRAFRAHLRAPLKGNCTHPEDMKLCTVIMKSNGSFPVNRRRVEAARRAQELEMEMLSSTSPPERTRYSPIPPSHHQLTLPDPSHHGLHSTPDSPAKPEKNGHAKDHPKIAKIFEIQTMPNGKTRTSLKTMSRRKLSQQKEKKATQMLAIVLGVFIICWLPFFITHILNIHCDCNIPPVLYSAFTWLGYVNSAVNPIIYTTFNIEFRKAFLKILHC
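Using a no-wash calcium dye in inducible, force-coupled HEK293 Trex cells expressing D2, we tracked fluorescence each second for 180 s after compound, then for 180 s after EC20 dopamine to detect augmented signalling.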
Vif-APOBEC3F blk – blocks the Vif interaction with APOBEC3F | 0.2% of 390,000 active | HeLa A3F-eYFP + Vif (tagged APOBEC3F with the HIV-1 protein that degrades it), YFP fluorescence increase | Potency, µM (top dose mostly 46.1 µM), without a hit: at the top dose activity, negative = active; note: potency is the fitted concentration of half-maximal effect; % of control where 0% means no effect; nearly all actives have a fitted effect of over 65% in size
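HeLa cells stably expressing Vif plus C-terminally eYFP-tagged A3F were seeded, incubated overnight at 37 deg C, dosed with compound, incubated overnight again at 37 deg C. Yellow fluorescence (Ex 488/Em 500-530) reported blocked Vif-mediated A3F-eYFP degradation.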
RXFP1 ag – RXFP1 (human) receptor agonism; Q9HBX9; HEK293T-RXFP1 cAMP TR-FRET, 30 min; response scale: percent of porcine relaxin response, buffer zero; Potency, µM (top dose mostly 57.5 µM), without a hit: at the top dose activation, hits mostly activators; 0.3% of 370,000 active; note: potency is the fitted concentration of half-maximal effect; % is set by controls: 0 for no effect and ±100 for the full control effect; nearly all actives have a fitted effect of over 60% in size; many of its hits are not listed in these tables
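HEK293T cells stably expressing RXFP1 were pretreated with the PDE4 inhibitor Ro 20174, exposed to compounds for 30 min at 37C, lysed, and cAMP was read by TR-FRET. Data normalized to buffer (basal) and 29 nM porcine relaxin (100%).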
* hit, by the source's call; ? = inconclusive; nt = no result given. Unless noted, calls come from the whole dose curve; as a rule, active = well fitted curve in the direction sought with a large enough effect; inconclusive = small, poorly fitted or top-dose-only effect, or another doubt; inactive = no such curve, though single readings can be large; an effect the other way counts as inactive or inconclusive. Not all compounds are listed; rates above refer to the full screens.

SMILES	D1 ag	D1 antag	D1 PAM	Glioma ERSR ind	RXFP1 antagonist	Vif-APOBEC3G blk	D2 potentiator	Vif-APOBEC3F blk	RXFP1 ag
CCCCOC(=O)/C(C#N)=C/c1ccc(-c2cccc(C(F)(F)F)c2)o1	7	-4	-2	-2%	-4	1%	-5	1%	-0.1%
CCOc1nc2cnccc2n(CC(=O)Nc2ccc(C)c(C)c2)c1=O	1	8	4	-5%	-16	-2%	15	3%	24%
Cc1cc(C)n(-c2cccc(F)n2)n1	2	7	-3	-4%	-11	-3%	-2	-5%	-1.5%
Cc1ccc(SCCC(=O)OCC(=O)Nc2ccc(C(N)=O)cc2)cc1	11	-17	nt	-4%	-3	1%	6	0%	-1.0%
O=C(CSCc1ccc(C(=O)O)cc1)Nc1ccc2ccccc2c1	1	-4	-5	1%	3	0%	7	3%	0.5%
CC1=C(C(=O)N2CCOCC2)C(c2ccccc2F)C2=C(CCCC2=O)N1 (centres undefined)	3	-2	-8	-2%	2	-1%	1	-1%	3.5%
Cc1ccsc1/C=N/Nc1ncc(Cl)cc1Cl	2	3	2	-4%	-9	-2%	18	2%	1.5%
COC(=O)c1ccccc1NC(=O)Cn1c(=O)n(CCC(=O)NCc2ccccc2OC)c(=O)c2ccccc21	-1	-1	0	0%	nt	2%	nt	5%	-4.3%
CCN(Cc1ccccc1)C(=O)Cn1c(=O)n(-c2ccc(Cl)cc2)c(=O)c2c(C)c(C)sc21	3	2	-1	-4%	-5	-5%	0	2%	-0.6%
O=C(CN1CCSC1=O)N1CCN(S(=O)(=O)c2ccc(F)cc2)CC1	2	-5	1	-4%	5	0%	-9	0%	0.3%
Cc1cc(OCC(=O)N(Cc2cccs2)C2CCS(=O)(=O)C2)ccc1Cl (centres undefined)	0	18	3	-4%	-5	-2%	-3	0%	3.1%
CCc1ccc(OCC(=O)NNC(=O)c2c(CC)noc2C)cc1	1	-3	-7	-3%	-5	0%	nt	-11%	0.0%
CNC(=O)c1sc(NCc2ccccc2OC)nc1C	3	11	-7	4%	0	2%	6	0%	0.1%
COc1ccc(-c2onc(C)c2C)cc1S(=O)(=O)NCc1ccco1	6	-1	0	-2%	5	-27%	0	-8%	15%
O=S(=O)(Nc1ccc2cn[nH]c2c1)c1ccc(Cl)s1	6	3	-8	-6%	-6	-9%	1	1%	-0.5%
Cc1cc(C(=O)N2CCC(C(=O)O)CC2)c(C(F)(F)F)o1	0	-22	4	-4%	5	0%	6	-15%	-0.3%
CC(C)(C)NC(=O)C(c1ccc(F)cc1)N(Cc1ccco1)C(=O)c1csnn1 (centres undefined)	0	-5	-2	-5%	-2	0%	3	-2%	0.0%
COc1cccc(CN2C(=O)C3CCCN3c3ccc(S(=O)(=O)N4CCOCC4)cc32)c1 (centres undefined)	3	13	0	nt	nt	nt	-1	nt	-1.2%
COc1ccccc1N1CCN(C(=O)c2cccc(S(=O)(=O)Nc3ccccc3F)c2)CC1	nt	nt	nt	-6%	-5	0%	nt	-1%	nt
C/C(=N\NC(=O)c1cc(C)oc1C)c1ccc(N2CCOCC2)cc1	0	7	-5	1%	-9	-1%	0	-1%	-0.3%

Three compounds already listed, sorted by the value under Vif-APOBEC3G blk, high to low:
canonical_smiles | D1 ag | D1 antag | D1 PAM | RXFP1 antagonist | Vif-APOBEC3G blk | D2 potentiator
Cc1ccc(SCCC(=O)OCC(=O)Nc2ccc(C(N)=O)cc2)cc1 | 11 | -17 | nt | -3 | 1% | 6
CC1=C(C(=O)N2CCOCC2)C(c2ccccc2F)C2=C(CCCC2=O)N1 (centres undefined) | 3 | -2 | -8 | 2 | -1% | 1
CCOc1nc2cnccc2n(CC(=O)Nc2ccc(C)c(C)c2)c1=O | 1 | 8 | 4 | -16 | -2% | 15

The results go on:
SMILES	D1 ag	D1 antag	D1 PAM	Glioma ERSR ind	RXFP1 antagonist	Vif-APOBEC3G blk	D2 potentiator	Vif-APOBEC3F blk	RXFP1 ag
Cc1ccc(NC(=O)CN(C)C(=O)CSc2nc3ccccc3c(=O)n2Cc2ccco2)cc1	3	-33*	-2	-2%	0	-4%	-7	5%	-2.1%
O=C(CCC1CCCCC1)Nc1ccc(C(=O)c2ccncc2)cc1	16	-28	-9	0%	?	3%	-9	9%	2.8%
O=C(CN1C(=O)COc2ccccc21)NCCCN1CCCC1	0	0	3	-4%	15	0%	nt	9%	0.0%
COc1ccccc1C(=O)Nc1nnc(S(=O)(=O)N(C)Cc2ccccc2)s1	0	-5	5	3%	-8	-1%	-4	1%	-0.4%
CC(=O)Nc1ccc(/C=N/NC(=O)c2cc3ccccc3nc2C)cc1	4	-12	1	1%	-3	-1%	7	7%	-1.5%
COc1ccc(N(C)S(=O)(=O)c2cccc(C(=O)OC(C)C(=O)NC3CCCCC3C)c2)cc1 (centres undefined)	0	-9	-6	-2%	-6	-9%	2	4%	-0.1%
Cc1ccc2cc(C(c3nnnn3CC3CCCO3)N3CCCC4(CCCCC4)C3)c(=O)[nH]c2c1 (centres undefined)	nt	nt	nt	0%	-8	-1%	nt	-4%	nt
CC(C)(C)c1ccc(-c2nc3c(C#N)c(-c4ccc5c(c4)OCO5)ccn3n2)cc1	2	15	2	-4%	-9	0%	nt	1%	11%
Cc1cccn2c(=O)c(/C=C(\C#N)C(=O)NC3CCS(=O)(=O)C3)c(Oc3ccccc3Cl)nc12 (centres undefined)	-3	3	-1	?	-4	?	14	-5%	9.7%
Cc1ccc(-c2cnc(NC(=O)c3cccc(Br)c3)s2)c(C)c1	0	8	-1	2%	12	-2%	-8	-7%	0.0%
COc1cccc(-c2cnc(NCc3cc(Cl)ccc3O)n2C)c1	4	2	-6	-5%	-9	2%	-11	1%	1.3%
Clc1ccc(-c2cc3ccccc3[nH]2)cc1	3	18	-5	8%	-3	-3%	-9	7%	-0.4%
Cc1cc(NC(=O)C(C)SCC(=O)N(C)CC(=O)Nc2ccccc2C(F)(F)F)no1 (centres undefined)	3	-18	0	-2%	-8	-1%	-2	9%	-0.1%
Cc1no[n+]([O-])c1COc1ccccc1/C=N/n1nnnc1N	1	-11	-7	-3%	5	3%	0	-16%	2.0%
COc1ccc(-c2nnc(SCC(=O)O)n2C)cc1OC	1	-7	1	-4%	-5	-6%	nt	-15%	-1.6%
CCN(CC)S(=O)(=O)c1ccc(C)c(NC(=O)COc2ccc3c(C)cc(=O)oc3c2)c1	6	-6	-5	-3%	-10	0%	-4	-4%	15%
Cc1ccc(C)c(OCC(=O)Nc2ccc3c(c2)OCO3)c1C	11	-8	10	-1%	-5	-18%	-15	-7%	-0.4%
COc1cc(C2N(c3cccc(Cl)c3)C(=O)C3CCCN32)cc(OC)c1OC (centres undefined)	5	22	nt	2%	nt	-1%	-5	-2%	-0.3%
CCOC(=O)c1c(C)nc2sc3c(=O)n(-c4ccc(C(C)=O)cc4)nnc3c2c1-c1ccc(Cl)cc1	0	2	-1	-1%	-8	2%	-1	nt	-1.4%
CCCCNC(=O)c1onc(CSc2nc3ccccc3[nH]2)c1C(=O)NCCCC	2	-3	-5	-5%	nt	-7%	-7	0%	-0.4%
O=C(c1ccc2nc(N3CCCCC3)sc2c1)N1CCN(c2ccccn2)CC1	1	-8	-8	-2%	nt	0%	13	0%	-1.1%
CCN1CCN(C(=S)Nc2ccc(Cl)cc2)CC1	7	-6	-4	1%	-1	3%	-9	5%	0.2%
O=C(O)CN1C(=O)CC(Cc2ccc(Cl)cc2)C1=O (centres undefined)	1	3	-1	2%	-5	0%	14	0%	1.3%
Cc1cccc(-c2c3c(=O)n(C)c(=O)n(C)c3c3c(C)nc4ccccc4n23)c1	5	-3	-4	-5%	-5	-3%	-11	3%	0.4%
O=C(CSc1nnc(Cc2cccs2)n1-c1ccccc1)Nc1ccc2c(c1)OCCO2	1	2	-1	-4%	-9	0%	-4	-11%	3.4%
CCOC(=O)C1CCCN(C(=O)c2cc(S(=O)(=O)N3CCCCCC3)ccc2OC)C1 (centres undefined)	0	-16	-2	-4%	6	9%	-4	-7%	-0.4%
Nc1cc(N)nc(SCCOc2ccccc2)n1	6	4	2	4%	-3	-2%	-4	-20%	-0.8%
Cc1ccc(NC(=O)CC(=O)Nc2ccc(C)cc2)cc1	1	-13	-3	1%	-3	2%	-12	-7%	-1.2%
CCOc1ccc(NC(=S)N(CCN2CCOCC2)Cc2ccc3c(c2)CCCN3CC)cc1	1	-3	0	-3%	4	8%	nt	-4%	0.2%
COc1ccccc1CNC(=O)CCC1N=C2c3ccccc3N=C(SCC(=O)NCCc3ccccc3)N2C1=O (centres undefined)	3	-15	2	-3%	-2	2%	10	-5%	12%
CC(NC(=O)CSc1nc(=O)cc(N)n1-c1ccccc1)c1ccccc1 (centres undefined)	4	0	8	1%	2	2%	4	-27%	0.4%
CC(C)Oc1ccc(CNC(=O)c2cnc3sc(N4CCCC4)nn3c2=O)cc1	2	7	-4	-3%	-2	-15%	-4	-2%	2.4%
O=C1CCCC2=C1C(c1ccccn1)Nc1ccc(C(=O)c3ccccc3)cc1N2 (centres undefined)	4	-24	-4	-3%	-7	-1%	11	-4%	-1.0%
O=C(Cc1ccccc1)Nc1nccs1	4	-5	-2	-4%	1	1%	1	1%	1.5%
Nc1cc(N)nc(SCC(=O)N2CCc3ccccc32)n1	2	12	-4	1%	-19	0%	-4	nt	0.7%
O=C(Nc1ccc(S(=O)(=O)NC2CCCC2)cc1)c1cnccn1	23	2	-6	-3%	21	-1%	nt	-1%	-1.2%
Cc1cccc(CN2CCC(CNC(=O)Nc3ccc(F)c(Cl)c3)CC2)c1	43*	-15	-11	-7%	-18	2%	-5	5%	1.1%
CC(C)CCNC(=O)c1ccc(-n2cnc3cccnc32)cc1	2	-12	-2	-3%	2	-4%	-3	-5%	0.7%
CCCC(O)c1nc2ccccc2n1Cc1ccccc1OC (centres undefined)	-1	-1	2	-2%	nt	0%	1	8%	-5.1%
CCCC1NC(=O)c2cccnc2-n2c1nc1ccccc1c2=O (centres undefined)	nt	nt	nt	-5%	-3	0%	nt	3%	nt

Source: PubChem
